Screening results as filed in PubChem BioAssay.
GRK2 aptamer HTS = human GRK2 inhibition via aptamer displacement | P25098 | actives 0.59% (n = 330,000) | inhibition of aptamer binding, % at 10 µM | bead flow cytometry, FAM-aptamer displacement from GRK2;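 active = inhibition of aptamer binding above 40%, roughly 3 SD of noise, on plates passing a quality check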;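 note: median bead fluorescence of bound FAM aptamer so fluorescent compounds give negative values; no value below 0 was filed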
Target sequence (P25098 whole entry, looked up): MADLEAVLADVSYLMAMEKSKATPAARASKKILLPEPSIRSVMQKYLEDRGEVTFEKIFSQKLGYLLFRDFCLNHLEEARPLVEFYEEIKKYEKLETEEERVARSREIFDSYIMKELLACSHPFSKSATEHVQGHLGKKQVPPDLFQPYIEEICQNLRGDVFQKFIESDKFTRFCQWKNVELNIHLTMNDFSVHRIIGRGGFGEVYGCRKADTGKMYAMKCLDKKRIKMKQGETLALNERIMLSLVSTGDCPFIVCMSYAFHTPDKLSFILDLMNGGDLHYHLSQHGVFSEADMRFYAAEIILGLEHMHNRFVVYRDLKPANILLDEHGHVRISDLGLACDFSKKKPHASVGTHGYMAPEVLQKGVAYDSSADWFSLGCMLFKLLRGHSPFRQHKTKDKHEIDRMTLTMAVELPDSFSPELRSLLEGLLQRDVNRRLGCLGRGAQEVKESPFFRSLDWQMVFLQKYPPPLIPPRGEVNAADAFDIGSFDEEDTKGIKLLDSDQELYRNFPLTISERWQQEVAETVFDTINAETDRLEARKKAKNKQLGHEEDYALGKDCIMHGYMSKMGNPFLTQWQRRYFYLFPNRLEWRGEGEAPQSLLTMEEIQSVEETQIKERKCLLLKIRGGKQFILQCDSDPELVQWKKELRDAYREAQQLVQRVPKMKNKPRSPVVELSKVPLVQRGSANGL
CIT2-GFP yeast = modulators of TOR pathway CIT2-GFP in S. cerevisiae; S. cerevisiae CIT2-GFP strain, flow cytometry, 3 h; 100 means same as DMSO wells; GFP response vs DMSO, % at 10 µM; actives 0.065% (n = 320,000); AID 2029;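 active = GFP response relative to DMSO above a set limit, near the screen mean plus 3 SD, cut at about 150% in these data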;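 note: ratio of well median GFP fluorescence to mean of DMSO wells on the plate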
VLA-4 inh = inhibition in a human VLA-4 binding assay | P13612 | VLA-4 expressing cells, ligand binding flow cytometry | inhibition, % (about 7 µM as worked out from the volumes in the protocol) | actives 0.2% (n = 330,000) | AID 2557; in the data active = inhibition above about 50%
AGP1 TOR yeast = modulators of TOR pathway AGP1-GFP in S. cerevisiae; S. cerevisiae AGP1-GFP multiplex flow cytometry, 3 h; GFP as percent of DMSO wells; GFP response vs DMSO, % at 10 µM; actives 0.02% (n = 320,000);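 active = GFP response relative to DMSO above a set limit, near screen average plus 3 SD, cut at about 150% in these data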;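 note: median GFP channel fluorescence of the gated AGP1 strain per well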
MEP2 TOR yeast = yeast TOR pathway MEP2-GFP modulation; S. cerevisiae MEP2-GFP strain, flow cytometry GFP, 3 h; 100% = DMSO control level; GFP response vs DMSO, % at 10 µM; actives 0.51% (n = 330,000); AID 2016;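 active = GFP response versus DMSO above a set limit, roughly screen mean plus 3 SD, cut at about 180% in these data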;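 note: median GFP fluorescence of the barcode-gated MEP2-GFP cells per well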
RPL19A TOR yeast = yeast TOR pathway RPL19A-GFP modulation | S. cerevisiae RPL19A-GFP strain, flow cytometry, 3 h; hits give low values | percent response vs DMSO, % at 10 µM | actives 0.3% (n = 330,000) | AID 2025;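 active = percent response vs DMSO below 50%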;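 note: median channel GFP fluorescence of the barcoded RPL19A-GFP strain; ratio of sample median GFP to plate DMSO average so 100% = DMSO; lower means less RPL19A-GFP as with rapamycin TOR inhibition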
GASC-1 inh = human JMJD2C demethylase inhibition; Q9H3R0; GST-JMJD2C(1-420) H3K9me3 demethylation, DELFIA europium; inhibition, % at 2.35 µM; actives 0.069% (n = 330,000);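 active = more than half of a compound's replicate wells show inhibition beyond 50%, single wells judged on their own value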;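 note: signal counts dimethyl H3K9 product captured on neutravidin plate; 0% = median of DMSO wells and 100% = 0.3 times that DMSO median; strong numbers were not always called active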
Target sequence (Q9H3R0 1-420 limits assumed): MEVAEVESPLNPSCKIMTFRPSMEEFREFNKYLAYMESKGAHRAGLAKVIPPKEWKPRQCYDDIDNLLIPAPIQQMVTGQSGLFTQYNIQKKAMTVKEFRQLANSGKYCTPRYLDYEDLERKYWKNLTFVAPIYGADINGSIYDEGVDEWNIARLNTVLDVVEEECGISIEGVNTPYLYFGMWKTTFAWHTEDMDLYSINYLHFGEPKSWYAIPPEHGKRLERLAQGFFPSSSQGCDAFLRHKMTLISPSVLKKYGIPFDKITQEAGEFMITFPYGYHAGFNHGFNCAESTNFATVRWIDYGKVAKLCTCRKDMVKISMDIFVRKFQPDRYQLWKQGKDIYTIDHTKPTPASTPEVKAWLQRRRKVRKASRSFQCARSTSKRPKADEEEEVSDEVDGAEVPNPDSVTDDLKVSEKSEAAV
LAP4 TOR yeast = alters LAP4-GFP fluorescence in TOR pathway yeast screen | GFP response vs DMSO, % at 10 µM | actives 0.34% (n = 320,000) | S. cerevisiae LAP4-GFP multiplex, flow cytometry GFP, 3 h; median GFP as percent of DMSO wells;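 active = GFP response vs DMSO above a set limit, about the screen mean plus 3 SD, cut at about 150% in these data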
The depositor's hits bear a star. No enrichment for hits. Share with any hit: about 1.7%.

CCCOC(=O)C1C2C=CC3(CN(c4cccc(Cl)c4)C(=O)C13)O2 (stereo not drawn) was read as GRK2 aptamer HTS 0, CIT2-GFP yeast 105, VLA-4 inh 6, AGP1 TOR yeast 111, MEP2 TOR yeast 103, RPL19A TOR yeast 106, GASC-1 inh -12 and LAP4 TOR yeast 105.
For O=C(Nc1ccc(S(=O)(=O)Nc2nccs2)cc1)c1cc(-c2ccccc2)nc2ccccc12 the results were GRK2 aptamer HTS 0, CIT2-GFP yeast 104, VLA-4 inh 9, AGP1 TOR yeast 106, MEP2 TOR yeast 106, RPL19A TOR yeast 105, GASC-1 inh 2 and LAP4 TOR yeast 93.
COC(=O)c1ccccc1S(=O)(=O)N1CCC(C(=O)OCC(=O)c2ccccc2OC)CC1 was read as GRK2 aptamer HTS 0, CIT2-GFP yeast 106, VLA-4 inh -9, AGP1 TOR yeast 107, MEP2 TOR yeast 107, RPL19A TOR yeast 103, GASC-1 inh 14 and LAP4 TOR yeast 100.
`COc1ccc2c(c1)c(=O)c(C(=O)O)c(-c1ccc3c(c1)OCO3)n2C` gave GRK2 aptamer HTS 0, CIT2-GFP yeast 84, VLA-4 inh -11, AGP1 TOR yeast 91, MEP2 TOR yeast 93, RPL19A TOR yeast 93, GASC-1 inh 4 and LAP4 TOR yeast 102.
Screening O=C(COC(=O)[C@@H]1CC(O)CN1S(=O)(=O)c1ccc(Cl)c(Cl)c1)NC(=O)NCc1ccccc1 (stereo partly drawn) returned GRK2 aptamer HTS 0, CIT2-GFP yeast 93, VLA-4 inh 0, AGP1 TOR yeast 99, MEP2 TOR yeast 100, RPL19A TOR yeast 97, GASC-1 inh 13 and LAP4 TOR yeast 111.
`CCCc1cc(=O)oc2cc(C)cc(OC(C)C(=O)NCc3ccccn3)c12` (stereo not drawn) gave GRK2 aptamer HTS 2, CIT2-GFP yeast 104, VLA-4 inh 10, AGP1 TOR yeast 110, MEP2 TOR yeast 112, RPL19A TOR yeast 105, GASC-1 inh 2 and LAP4 TOR yeast 109.
CCn1cnc2cc(NC(=O)c3cccs3)ccc21 was read as GRK2 aptamer HTS 3, CIT2-GFP yeast 101, VLA-4 inh 9, AGP1 TOR yeast 100, MEP2 TOR yeast 100, RPL19A TOR yeast 105, GASC-1 inh -16 and LAP4 TOR yeast 91.
Screening Cc1cc(C)n2c(SCC#N)nnc2n1 returned GRK2 aptamer HTS 0, CIT2-GFP yeast 101, VLA-4 inh 26, AGP1 TOR yeast 109, MEP2 TOR yeast 101, RPL19A TOR yeast 99, GASC-1 inh -17 and LAP4 TOR yeast 105.
Screening CCc1ccc(-c2nn(-c3ccccc3C)cc2C(=O)N2CCN(C3CCS(=O)(=O)C3)CC2)cc1 (stereo not drawn) returned GRK2 aptamer HTS 0, CIT2-GFP yeast 94, VLA-4 inh -11, AGP1 TOR yeast 91, MEP2 TOR yeast 95, RPL19A TOR yeast 95, GASC-1 inh 9 and LAP4 TOR yeast 95.
`COc1ccc(SCC(=O)Nc2ccccc2Cl)cc1` gave GRK2 aptamer HTS 65*, CIT2-GFP yeast 90, VLA-4 inh 7, MEP2 TOR yeast 96, RPL19A TOR yeast 95, GASC-1 inh 9 and LAP4 TOR yeast 109.
For O=C(NCc1ccco1)C1Cc2ccccc2CN1S(=O)(=O)c1ccccc1F (stereo not drawn) the results were GRK2 aptamer HTS 0, CIT2-GFP yeast 94, VLA-4 inh -3, AGP1 TOR yeast 100, MEP2 TOR yeast 107, RPL19A TOR yeast 103 and LAP4 TOR yeast 107.
For O=C(c1ccccc1)C(O)C(c1ccccc1)N1CCOCC1 (stereo not drawn) the results were GRK2 aptamer HTS 0, CIT2-GFP yeast 103, VLA-4 inh 6, AGP1 TOR yeast 98, MEP2 TOR yeast 105, RPL19A TOR yeast 105, GASC-1 inh 6 and LAP4 TOR yeast 98.
Cc1ccc(CN2CCSc3ccc(C(=O)NC4CCCC4)cc32)cc1 was read as GRK2 aptamer HTS 2, CIT2-GFP yeast 98, VLA-4 inh 7, AGP1 TOR yeast 104, MEP2 TOR yeast 104, RPL19A TOR yeast 98, GASC-1 inh 23 and LAP4 TOR yeast 105.
Screening O=[N+]([O-])c1ccc(CSc2ccc(S(=O)(=O)N3CCCCC3)cn2)cc1 returned GRK2 aptamer HTS 0, CIT2-GFP yeast 92, VLA-4 inh 1, AGP1 TOR yeast 92, MEP2 TOR yeast 91, RPL19A TOR yeast 92, GASC-1 inh 11 and LAP4 TOR yeast 114.
Screening O=C(NC1CCCCC1)C(c1ccncc1)N(Cc1ccccc1)C(=O)c1ccc(-c2ccccc2)[nH]1 (stereo not drawn) returned GRK2 aptamer HTS 4, CIT2-GFP yeast 90, VLA-4 inh 25, AGP1 TOR yeast 99, MEP2 TOR yeast 101, RPL19A TOR yeast 95, GASC-1 inh 20 and LAP4 TOR yeast 97.
Screening COC(=O)[C@H]1C[C@@H]1[C@H](NS(=O)(=O)c1ccccc1)c1ccccc1 returned GRK2 aptamer HTS 3, CIT2-GFP yeast 70, VLA-4 inh -7, AGP1 TOR yeast 80, MEP2 TOR yeast 94, RPL19A TOR yeast 98, GASC-1 inh 10 and LAP4 TOR yeast 107.
Cc1cccc(N/N=C(\C=N\N)C(=O)c2ccc(Br)cc2)c1 was read as GRK2 aptamer HTS 0, CIT2-GFP yeast 99, VLA-4 inh 14, AGP1 TOR yeast 107, MEP2 TOR yeast 99, RPL19A TOR yeast 100, GASC-1 inh -13 and LAP4 TOR yeast 104.
Screening CCNC(=O)N1C(=O)C2(OCCO2)c2cc(Br)ccc21 returned GRK2 aptamer HTS 0, CIT2-GFP yeast 104, VLA-4 inh 0, AGP1 TOR yeast 102, MEP2 TOR yeast 99, RPL19A TOR yeast 103, GASC-1 inh -3 and LAP4 TOR yeast 98.
For Cc1csc(NC(=O)CCNC(=O)c2ccccc2Cl)n1 the results were GRK2 aptamer HTS 2, CIT2-GFP yeast 102, VLA-4 inh 8, AGP1 TOR yeast 106, MEP2 TOR yeast 105, RPL19A TOR yeast 108, GASC-1 inh 3 and LAP4 TOR yeast 100.
`O=C1CCC(C(=O)N2CCCCO2)CN1CCc1ccccc1` (stereo not drawn) gave GRK2 aptamer HTS 9, CIT2-GFP yeast 100, VLA-4 inh 6, AGP1 TOR yeast 98, MEP2 TOR yeast 96, RPL19A TOR yeast 99, GASC-1 inh -2 and LAP4 TOR yeast 98.
`Cc1ccc(NC(=O)N2CCC(C(N)=O)CC2)cc1` gave GRK2 aptamer HTS 3, CIT2-GFP yeast 103, VLA-4 inh -19, AGP1 TOR yeast 103, MEP2 TOR yeast 99, RPL19A TOR yeast 97, GASC-1 inh -8 and LAP4 TOR yeast 97.
COc1ccc(-n2c(-c3ccc(Br)cc3)n[nH]c2=S)cc1 was read as CIT2-GFP yeast 114, VLA-4 inh 13, AGP1 TOR yeast 97, MEP2 TOR yeast 105, RPL19A TOR yeast 110, GASC-1 inh 7 and LAP4 TOR yeast 75.
`S=C(Nc1ccc(Br)cc1)NC1CCN(Cc2ccccc2)CC1` gave GRK2 aptamer HTS 0, CIT2-GFP yeast 92, VLA-4 inh 11, AGP1 TOR yeast 100, MEP2 TOR yeast 88, RPL19A TOR yeast 96, GASC-1 inh -29 and LAP4 TOR yeast 85.
CC(=O)OCc1nc2sc(C)c(C)c2c(=O)[nH]1 was read as GRK2 aptamer HTS 0, CIT2-GFP yeast 88, VLA-4 inh 12, AGP1 TOR yeast 96, MEP2 TOR yeast 98, RPL19A TOR yeast 95, GASC-1 inh 10 and LAP4 TOR yeast 98.
For O=C(CSc1nc(-c2ccccc2)cc(=O)[nH]1)N1CCc2ccccc21 the results were GRK2 aptamer HTS 5, CIT2-GFP yeast 104, VLA-4 inh 2, AGP1 TOR yeast 102, MEP2 TOR yeast 109, RPL19A TOR yeast 101, GASC-1 inh 7 and LAP4 TOR yeast 97.
Screening CC(C)c1nnc(NC(=O)CCC(=O)Nc2ccc(F)cc2)s1 returned GRK2 aptamer HTS 1, CIT2-GFP yeast 99, VLA-4 inh -1, AGP1 TOR yeast 95, MEP2 TOR yeast 99, RPL19A TOR yeast 96, GASC-1 inh -38 and LAP4 TOR yeast 96.
Screening COC(=O)C1=C(C)N(C(C)C)C(=O)C1(NC(C)=O)C(F)(F)F (stereo not drawn) returned GRK2 aptamer HTS 3, VLA-4 inh -1, AGP1 TOR yeast 100, MEP2 TOR yeast 96, RPL19A TOR yeast 101, GASC-1 inh 0 and LAP4 TOR yeast 90.
`CC[n+]1c(/C=C2\C=C(C)CC(C)(C)C2)sc2ccccc21` gave GRK2 aptamer HTS 6, CIT2-GFP yeast 109, VLA-4 inh -42, AGP1 TOR yeast 99, MEP2 TOR yeast 104, RPL19A TOR yeast 107, GASC-1 inh 1 and LAP4 TOR yeast 114.
For CS(=O)(=O)c1sc2nc(-c3cccs3)cc(-c3ccccc3)c2c1N the results were GRK2 aptamer HTS 4, CIT2-GFP yeast 95, VLA-4 inh -10, AGP1 TOR yeast 94, MEP2 TOR yeast 101, RPL19A TOR yeast 103, GASC-1 inh 13 and LAP4 TOR yeast 100.
`Cc1ccc(NC(=O)NNC(=O)c2sccc2-n2cccc2)cc1` gave GRK2 aptamer HTS 0, CIT2-GFP yeast 97, VLA-4 inh 0, AGP1 TOR yeast 101, MEP2 TOR yeast 93, RPL19A TOR yeast 101, GASC-1 inh 5 and LAP4 TOR yeast 89.
Screening COc1ccc(C)cc1S(=O)(=O)N1CCN(C(=O)c2ncoc2-c2cccc(C)c2)CC1 returned GRK2 aptamer HTS 1, CIT2-GFP yeast 100, VLA-4 inh -5, AGP1 TOR yeast 98, MEP2 TOR yeast 98, RPL19A TOR yeast 101, GASC-1 inh -4 and LAP4 TOR yeast 98.
Screening COc1ccccc1C(=O)NC(CCSC)C(=O)NCC(c1ccco1)N(C)C (stereo not drawn) returned GRK2 aptamer HTS 0, CIT2-GFP yeast 92, VLA-4 inh 7, AGP1 TOR yeast 99, MEP2 TOR yeast 103, RPL19A TOR yeast 101, GASC-1 inh -4 and LAP4 TOR yeast 94.
`Cc1cc(Cl)c(S(N)(=O)=O)cc1OCC(=O)NC1CCCCC1` gave GRK2 aptamer HTS 9, CIT2-GFP yeast 105, VLA-4 inh 26, AGP1 TOR yeast 110, MEP2 TOR yeast 103, RPL19A TOR yeast 107, GASC-1 inh 3 and LAP4 TOR yeast 101.
Screening COc1ccc(C(=O)Nc2ccc(O)c3ccccc23)cc1OC returned GRK2 aptamer HTS 3, CIT2-GFP yeast 95, VLA-4 inh 2, AGP1 TOR yeast 101, MEP2 TOR yeast 95, RPL19A TOR yeast 89, GASC-1 inh 10 and LAP4 TOR yeast 99.
Screening CCCCN(C(=O)c1ccc(C#N)cc1)c1c(N)n(CCC)c(=O)[nH]c1=O returned GRK2 aptamer HTS 3, CIT2-GFP yeast 98, VLA-4 inh 1, AGP1 TOR yeast 104, MEP2 TOR yeast 101, RPL19A TOR yeast 102, GASC-1 inh 1 and LAP4 TOR yeast 102.
Screening COc1ccc(C2(C)NC(=O)N(CC(=O)Nc3ccc(-c4nc5ccc(C)cc5s4)cc3)C2=O)cc1 (stereo not drawn) returned GRK2 aptamer HTS 2, CIT2-GFP yeast 80, VLA-4 inh -43, AGP1 TOR yeast 95, MEP2 TOR yeast 101, RPL19A TOR yeast 95, GASC-1 inh 21 and LAP4 TOR yeast 102.

Retrieved one by one from the list above (two):
Screening COC(=O)C1=C(C)N(C(C)C)C(=O)C1(NC(C)=O)C(F)(F)F (stereo not drawn) returned GRK2 aptamer HTS 3, VLA-4 inh -1, AGP1 TOR yeast 100, MEP2 TOR yeast 96, RPL19A TOR yeast 101, GASC-1 inh 0 and LAP4 TOR yeast 90.
Screening CCCCN(C(=O)c1ccc(C#N)cc1)c1c(N)n(CCC)c(=O)[nH]c1=O returned GRK2 aptamer HTS 3, CIT2-GFP yeast 98, VLA-4 inh 1, AGP1 TOR yeast 104, MEP2 TOR yeast 101, RPL19A TOR yeast 102, GASC-1 inh 1 and LAP4 TOR yeast 102.
